# MazEF act: activators of E. coli MazEF toxin-antitoxin RNase, primary screen, biochemical, fluorescence, uHTS. Endoribonuclease toxin MazF (Escherichia coli (strain K12)), P0AE70. hit rate 0.32% among 350,000. FAM/BHQ RNA-DNA oligo cleavage fluorescence, 5 h. activation, % at 20 µM; in the data active = activation above about 50%
# Target sequence (P0AE70 whole entry, looked up): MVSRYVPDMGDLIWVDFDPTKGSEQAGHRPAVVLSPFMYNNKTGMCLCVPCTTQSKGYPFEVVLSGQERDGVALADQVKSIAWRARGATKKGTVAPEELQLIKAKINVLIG
# PrPC TRFRET: inhibitors of human cell surface prion protein PrPC, primary screen, cell-based, TR-FRET; Major prion protein (Homo sapiens), P04156; TR-FRET read-out; inhibition, % at 13.8 µM; hit rate 0.43% among 370,000; AID 720596, 2013; in the data active = inhibition above about 24%; also: 0% = median of the test wells and 100% = reference compound wells
# VHR inh abs: VHR1 phosphatase inhibitors, primary screen, biochemical, absorbance, uHTS. recombinant VHR phosphatase, pNPP absorbance. inhibition, % at 13.3 µM. Dual specificity protein phosphatase 3 (Homo sapiens), P51452. hit rate 0.52% among 290,000; in the data active = inhibition above about 50%; also: some compounds called inactive have numbers as strong as hits
# Target sequence (P51452 whole entry, looked up): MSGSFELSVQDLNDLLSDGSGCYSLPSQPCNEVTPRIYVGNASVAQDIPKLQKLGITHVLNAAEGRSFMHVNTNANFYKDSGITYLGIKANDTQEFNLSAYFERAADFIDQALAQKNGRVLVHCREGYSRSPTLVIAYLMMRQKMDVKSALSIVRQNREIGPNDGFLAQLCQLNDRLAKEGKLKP
# Rv3671c protease: Rv3671c serine protease inhibitors, primary screen, biochemical, fluorescence polarization, M. tuberculosis H37Rv; P9WHR9; inhibition, % at 5.96 µM; hit rate 0.048% among 320,000; AID 2606, 2010; in the data active = inhibition above about 38%;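 also: extracellular domain of Rv3671c used as enzyme; 0% = enzyme with DMSO and 100% = no enzyme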
# Target sequence (P9WHR9 whole entry, looked up, the tested form may be a part): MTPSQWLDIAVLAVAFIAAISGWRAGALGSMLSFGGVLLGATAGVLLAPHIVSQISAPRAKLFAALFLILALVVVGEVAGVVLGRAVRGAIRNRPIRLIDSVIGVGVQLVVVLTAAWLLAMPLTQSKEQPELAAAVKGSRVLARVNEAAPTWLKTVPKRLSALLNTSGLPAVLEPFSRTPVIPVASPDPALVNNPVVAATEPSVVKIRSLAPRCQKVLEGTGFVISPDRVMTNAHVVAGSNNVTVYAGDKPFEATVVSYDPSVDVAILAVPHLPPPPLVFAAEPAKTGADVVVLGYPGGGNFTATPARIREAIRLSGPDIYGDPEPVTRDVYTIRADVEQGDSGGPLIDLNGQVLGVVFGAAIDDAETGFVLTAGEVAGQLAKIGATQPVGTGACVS
# TcdB GH inh: TcdB glycohydrolase inhibitors, primary screen, biochemical, single point, plate reader; TcdB glycohydrolase enzymatic assay; hit rate 0.24% among 350,000; inhibition, % at 9.99 µM; in the data active = inhibition above about 10%
# Vc quorum ag: inducers of Vibrio cholerae quorum light production without autoinducers, primary screen, BH1578 luxS cqsA deficient, single point; AID 588436, 2011; hit rate 0.16% among 350,000; V. cholerae BH1578 lux reporter, luminescence, 6 h; activation, % at 18.7 µM; in the data active = activation mostly above about 9.7%, no sharp cut-off; also: not every result past the cut was called active; inactives centre near 0; reference of the scale not given here
# SSB-PriA inh: inhibitors of Klebsiella pneumoniae PriA binding to SSB C-terminal tail, primary screen, biochemical, AlphaScreen; hit rate 0.6% among 430,000; AID 1272365, 2023; AlphaScreen SSBct-PriA binding, biotinylated peptide; inhibition, % at 33 µM; PriA–SSB C-terminal tail interaction (Klebsiella pneumoniae); in the data active = inhibition mostly above about 37%, no sharp cut-off; inactive = mostly below about 20%;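 also: plate controls were negative control peptide for no effect and reference peptide for full effect; strong numbers were not always called active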
# CCHF vOTU inh: CCHFV vOTU protease inhibitors, primary screen, biochemical, Pep-AMC substrate, fluorescence; Crimean-Congo hemorrhagic fever virus L polyprotein viral ovarian tumor (vOTU) protease …; inhibition, % at 11.5 µM; hit rate 0.55% among 370,000; in the data active = inhibition above about 30%; also: 0% = vehicle wells with enzyme and 100% = no enzyme wells
# 3CLpro inhibitor: SARS-CoV 3CLpro protease inhibitors, primary screen, biochemical, quenched FRET. Replicase polyprotein 1ab (Severe acute respiratory syndrome coronavirus), P0C6X7. recombinant SARS-CoV 3CLpro, quenched FRET peptide cleavage. inhibition, % at 6 µM. hit rate 0.14% among 290,000. AID 1706, 2009; in the data active = inhibition above about 12%
# Yp Topo-I inh: Yersinia pestis topoisomerase I inhibitors, primary screen, biochemical, cleavage product accumulation, plate reader, single point. activity, % at 10 µM. AID 504884, 2011. hit rate 0.064% among 360,000. Y. pestis Topo-I cleavage product accumulation; in the data active = activity above about 50%, passing the limit was not always enough; also: inactives centre near 2
# The depositor's hits bear a star; i = inactive; . = not tested or not shown; + = active, no number; & = joins results of further samples. This is a subset (hit frequency here may not be typical).
SMILES,MazEF act,PrPC TRFRET,VHR inh abs,Rv3671c protease,TcdB GH inh,Vc quorum ag,SSB-PriA inh,CCHF vOTU inh,3CLpro inhibitor,Yp Topo-I inh
O=C(C1CCC1)N1CCc2cc(S(=O)(=O)NCCN3CCN(c4ccccc4F)CC3)ccc21,2,13,34,-10,.,-1.9,-16,10,3,48
COC(=O)c1ccccc1NC(=O)C1CCCN(S(=O)(=O)c2ccccc2)C1 (stereo unspecified),3,2,0,2,.,-2.7,-4,-4,1,4
Cc1ccccc1C(=O)Nc1cccc(NC(=S)NC(=O)c2cccs2)c1,-6,5,14,-65,.,+,-2,14,-3,3
Oc1ccccc1N=N/C(=N/Nc1ccccc1O)c1ccccc1,6,-8,.,1,5.1,-0.5,i,7,.,-3
CCOc1ccc(OCCC(=O)OCC(=O)Nc2cc(S(=O)(=O)N3CCOCC3)ccc2C)cc1,1,-2,.,-4,2.0,i,-2,-11,.,-9
COc1ccc(-n2nc(C(=O)NCC(=O)N3CCCC3)c3ccccc3c2=O)c(OC)c1,-12,-7,43,0,-2.7,-0.3,-4,20,-4,-5
COc1ccc(OC)c(/C=N/N2CCN(c3ccc(Cl)cc3)CC2)c1,2,-5,.,-1,-0.4,i,.,1,-4,-1
CC1CCCN(Cc2cccc(Oc3ccccc3)c2)C1 (stereo unspecified),-4,0,27,-3,.,9.2,-18,-8,-7,0
COc1cc(CC(NC(C)=O)C(=O)NC2CCN(C(=O)c3cc(OC)c(OC)c(OC)c3)CC2)cc(OC)c1 (stereo unspecified),1,-5,17,-9,0.9,i,-4,-10,9,3
CCN1CCN(C(=O)C2CCN(Cc3nc(-c4cccc(Cl)c4)oc3C)CC2)CC1,1,-2,11,4,1.6,-0.4,-2,19,-2,7
COc1cc(/C=C(/C#N)C(=O)NCCCc2ccccc2)ccc1OCC(=O)O,-6,1,-20,5,-0.1,i,-4,-4,2,-7
Cc1ccc(S(=O)(=O)N(C)CC(O)Cn2c3ccccc3c3ccccc32)cc1 (stereo unspecified),-1,5,-18,-23,.,-0.5,-21,4,0,17
CCS(=O)(=O)c1ccc2oc(Nc3cc(C)cc(C)c3)nc2c1,1,-2,21,-6,.,-0.2,8,-1,1,7
CCn1cc(CNC(=O)c2cc(-c3ccccc3OC)nc3ccccc23)c(C)n1,1,-4,15,-9,.,-0.3,16,9,0,-13
O=C(COC(=O)CCSc1ccc(Cl)cc1)NCCc1ccccc1,7,4,5,-5,-0.3,-0.5,-34,-13,1,29
C[C@@H]1CN([C@@H](C)CO)C(=O)c2c(c3ccccc3n2C)-c2ccccc2CO[C@H]1CN(C)C(=O)[C@H](Cc1ccccc1)N(C)C,8,-11,.,.,1.3&0.8,-2.4,.,13,.,16
CCc1ccc(N(C(=O)CCC(=O)Nc2cc(C)on2)C(C(=O)NC(C)(C)C)c2ccc(OC)cc2)cc1 (stereo unspecified),-6,10,46,-3,2.7,i,-8,9,6,5
O=C(O)C(Cc1ccccc1[N+](=O)[O-])N1C(=O)c2ccccc2C1=O (stereo unspecified),4,-6,.,.,0.7,-8.3,-1,0,.,11
CC(C)(C)C(=O)c1cn(CC(=O)NCc2ccco2)c2ccccc12,-4,-4,5,-1,1.2,i,1,-7,0,1
CCOC(=O)/C(N=Nc1sc(C(=O)OC)c(C)c1C(=O)OCC)=C(\O)CCl,1,-1,28,-24,.,i,.,2,3,-4

# 4 of the compounds above, as tab-separated lines.
compound	MazEF act	PrPC TRFRET	VHR inh abs	Rv3671c protease	TcdB GH inh	Vc quorum ag	SSB-PriA inh	CCHF vOTU inh	3CLpro inhibitor	Yp Topo-I inh
CCc1ccc(N(C(=O)CCC(=O)Nc2cc(C)on2)C(C(=O)NC(C)(C)C)c2ccc(OC)cc2)cc1 (stereo unspecified)	-6	10	46	-3	2.7	i	-8	9	6	5
O=C(O)C(Cc1ccccc1[N+](=O)[O-])N1C(=O)c2ccccc2C1=O (stereo unspecified)	4	-6	.	.	0.7	-8.3	-1	0	.	11
CC(C)(C)C(=O)c1cn(CC(=O)NCc2ccco2)c2ccccc12	-4	-4	5	-1	1.2	i	1	-7	0	1
CCOC(=O)/C(N=Nc1sc(C(=O)OC)c(C)c1C(=O)OCC)=C(\O)CCl	1	-1	28	-24	.	i	.	2	3	-4

# Carrying on.
SMILES,MazEF act,PrPC TRFRET,VHR inh abs,Rv3671c protease,TcdB GH inh,Vc quorum ag,SSB-PriA inh,CCHF vOTU inh,3CLpro inhibitor,Yp Topo-I inh
C=Cn1ccnc1P(=S)(c1ccccc1)c1nccn1C=C,2,-5,34,7,1.3,i,-14,-6,3,-9
CN1CCN(C(=O)c2cc(=O)c3cc(Cl)ccc3o2)CC1,2,-9,.,-5,0.3,i,-7,4,1,-1
Cc1ccc2c(c1)-c1c(ssc1=S)C(C)(C)N2C(=O)c1ccco1,-2,-3,27,0,.,i,50,-4,2,-1
Oc1c(Br)cc(C2N=C(c3ccccc3)NO2)cc1Br (stereo unspecified),-1,3,8,4,.,-0.6,-12,22,0,-6
CCC(Sc1nc2ccsc2c(=O)n1Cc1ccc(C(=O)O)cc1)C(=O)Nc1ccc(C)c(Cl)c1 (stereo unspecified),-2,11,-14,-21,0.3,-0.4,9,31*,10,3
COc1ccc(S(=O)(=O)N2CC(C)OC(C)C2)cc1C(=O)N1CCCCC1 (stereo unspecified),0,-10,-9,-6,0.7,-0.5,0,0,4,-4
CNC(=O)C1CC(=O)N(c2ccc(OCC(=O)Nc3ccc(F)cc3)cc2)C1 (stereo unspecified),-5,5,.,.,-1.2,-1.3,-6,13,.,7
COc1ccc2c(c1)C(c1ccc(C)o1)=NNC(c1ccccc1)=N2,2,-11,17,-9,0.7,i,14,-3,-1,0
CCOc1ccc(NC(=O)N(O)C2(C#N)CCCCC2)cc1,9,0,.,.,0.0,-1.2,13,-9,.,2
CC(C)[C@H](NC(=O)OCc1ccccc1)C(=O)NCc1ccccc1,6,6,2,-13,0.9,1.1,1,-2,-12,-1
CC(C)(C)NNC(=S)Nc1cccc(F)c1,0,3,-11,-1,0.1,i,10,-1,2,2
CCOc1ccc(S(=O)(=O)N2CCOCC2)cc1NC(=O)CCN1C(=O)NC2(CCCC2)C1=O,12,-5,.,.,-0.6,-0.5,.,-4,.,-3
O=C1CCC(=O)N1OCCCOc1ccc2c(c1)CCC2,-3,3,-5,-6,.,-3.4,-13,-2,1,-7
CCN1CCN(S(=O)(=O)c2ccc(C(C)(C)C)cc2)CC1,1,-3,-7,6,0.9,i,-11,-3,1,5
COc1cccc(C(=O)OCC(=O)N2CCC(Cc3ccccc3)CC2)c1OC,-1,3,.,-5,0.2,i,-1,1,.,21
O=C(Nc1nc2ccccc2[nH]1)c1ccc(F)c(S(=O)(=O)N2CCOCC2)c1,-2,-10,-5,-10,1.3,-0.3,5,5,-5,-2
COc1cc(O)c(C(=O)O)c(-c2cc(O)c(O)cc2C)c1,-7,8,-5,1,-27,-0.3,-12,4,.,3
CCOC(=O)C1CCN(C(=O)C2CCC(=O)N(Cc3cccc(C(F)(F)F)c3)C2)CC1 (stereo unspecified),-1,4,6,2,0.9,-0.1,-2,-6,-1,1
C=C[C@@H]1c2ccccc2N(S(=O)(=O)c2ccc(C)cc2)[C@H](c2ccc(C(F)(F)F)cc2)C1(C#N)C#N,-2,7,.,-8,2.6,i,-15,4,.,1
CCCCOc1ccc(-c2[nH]ncc2C=O)cc1,0,10,-9,1,-0.2,i,-4,-1,5,8
CN1CCc2nc3sc(C(=O)NC4CC4)c(N)c3cc2C1,-4,-35,-14,1,1.7,-0.6,22,2,-1,-9
Cc1cc(NS(=O)(=O)c2ccc(NS(=O)(=O)c3ccc(CC(C)C)cc3)cc2)nc(C)n1,-6,3,11,7,0.0,-0.3,-2,10,5,1
COc1cc(C(=O)OCC(=O)Nc2c(F)cccc2F)cc(OC)c1C,0,0,30,-8,0.7,-0.8,-6,2,6,-3
NNC(=O)c1ccc([N+](=O)[O-])c(CS(=O)(=O)c2ccc(Cl)cc2)c1,-22,-18,25,-29,.,-0.1,-9,7,5,6
O=S(=O)(NC1CCSc2ccccc21)c1ccccc1 (stereo unspecified),-6,-3,17,15,3.8,-0.2,2,0,8,1
CCOc1ccc(S(=O)(=O)Nc2cnc3ccccc3c2)cc1,6,16,2,-19,5.9,-0.3,-8,6,2,4
CCOC(=O)c1nnn(-c2ccccc2C#N)c1C,10,0,17,1,.,-2.0,0,12,3,1
O=C1CCN(c2ccccc2)N1,-19,-9,.,.,1.7,0.0,2,12,.,-12
CCCCc1ccc(NC(=O)CSc2nc(=O)n(CCCN3CCOCC3)c3c2CCC3)cc1,-6,1,.,-3,0.0,-1.4,-11,3,.,18
N/C(=N/OC(=O)c1cccc([N+](=O)[O-])c1)c1cccc([N+](=O)[O-])c1,2,-6,27,-1,0.3,-1.0,.,11,-1,-2
COc1cccc(NC(=O)CN(C)C(=O)CNC(=O)c2ccccc2F)c1,2,8,14,1,0.6,-0.5,-4,1,-4,5
O=C(N/C(=C\c1cccc(Br)c1)C(=O)N1CCOCC1)c1ccco1,-4,-2,22,1,0.6,2.2,-10,20,9,1
CC1CN(C2=N/C(=C/c3ccc4c(c3)OCO4)C(=O)N2)CC(C)O1 (stereo unspecified),1,-8,31,14,0.1,-0.3,-12,21,3,-9
CC(C)(C)Cc1nnc(NC(=O)CCc2ccccc2)s1,0,-2,-2,0,0.1,i,-6,8,-2,-8
CC(C)(C)c1ccc(C(=O)c2c[nH]c(C(=O)NCc3ccco3)c2)cc1,-2,14,36,-11,.,-1.0,8,6,0,9
Cc1nn(CC(=O)NCc2ccc(OC(C)C)cc2)c(=O)c2cc3occc3n12,.,3,16,1,.,.,.,-2,8,.
O=C(O)CCSc1nc2ccccc2n1-c1ccccc1,-4,-1,10,7,0.9,i,0,12,-2,0
COc1ccc(C(=O)C2CCCN(Cc3cnc(N4CCOCC4)s3)C2)c(OC)c1 (stereo unspecified),1,-5,18,1,2.1,i,-5,-11,6,-1
CN(C(=O)CNC(=O)OCc1ccccc1)c1ccc(Br)cc1C(=O)c1ccccc1Cl,-9,5,-5,3,.,-0.2,7,16,-4,21
COc1ccccc1Cn1c(SCC(N)=O)nc2c(oc3ccccc32)c1=O,1,-2,21,.,1.0,-0.4,3&-6,-8,4,3

# For reference, 2 of the compounds above.
SMILES,MazEF act,PrPC TRFRET,VHR inh abs,Rv3671c protease,TcdB GH inh,Vc quorum ag,SSB-PriA inh,CCHF vOTU inh,3CLpro inhibitor,Yp Topo-I inh
CCOC(=O)c1nnn(-c2ccccc2C#N)c1C,10,0,17,1,.,-2.0,0,12,3,1
O=C1CCN(c2ccccc2)N1,-19,-9,.,.,1.7,0.0,2,12,.,-12

# Next entries:
SMILES,MazEF act,PrPC TRFRET,VHR inh abs,Rv3671c protease,TcdB GH inh,Vc quorum ag,SSB-PriA inh,CCHF vOTU inh,3CLpro inhibitor,Yp Topo-I inh
CC(C)Cc1ccc(S(=O)(=O)N2CCN(c3ccccn3)CC2)cc1,1,6,6,10,0.6,-0.5,-7,8,5,14
COC(=O)c1ccc(NC(=S)NC2CC3CCC2C3)cc1 (stereo unspecified),1,13,4,-6,.,3.4,-8,24,-1,0
C1=C(c2ccccc2)CCN(c2nc3ccccc3n3cnnc23)C1,-15,-1,4,-8,-0.6,-0.3,2,-5,-1,37
Cc1cc(C)c(NC(=O)C2CC(=O)N(C3CCCC3)C2)c(C)c1 (stereo unspecified),5,-5,.,1,0.2,i,-7,-1,.,-10
Cc1ccc(NC(=S)NCc2cccs2)c(C)c1,11,2,16,-2,.,i,5,6,2,14

# Screening data as filed in PubChem.
